C diff HTS = C. difficile growth inhibition. AID 1259249. 86,000 tested, 0.25% active. growth activity, negative = inhibition, % at 16 µg/mL (by protocol). Clostridium difficile clinical isolate growth, OD600, 24 h; hits give low values;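 active = mean growth activity at or below -80% and every replicate also at or below -80%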;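 note: 0% = DMSO wells and -100% = levofloxacin 16 µg/mL wells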
T cruzi growth = blocks T. cruzi growth in NIH3T3 culture | T. cruzi beta-gal in NIH3T3, GalScreen luminescence, 90 h | 77,000 tested, 5.9% active | inhibition, % at 8.34 µM;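 active = mean inhibition above about 93%, with at least 55% of replicates each passing it, limit read from the data, passing the limit was not always enough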
Pf Dd2 inh = P. falciparum Dd2 growth inhibition. activity change, % at 10 µM. 94,000 tested, 2.3% active. SYBR Green, 72 h; hits give low values; in the data active = activity change below about -80%
GASC1 inh = inhibitors of human demethylase GASC-1 KDM4C | inhibition, % at 12.5 µM | Q9H3R0 | AID 720574 | GST-KDM4C 2-372, H3K9me3 peptide, LANCE TR-FRET | 96,000 tested, 0.15% active;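 active = mean replicate inhibition above about 25%, with at least 55% of replicates also reaching it, limit read from the data, passing the limit was not always enough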
Target sequence (Q9H3R0 2-372 limits assumed): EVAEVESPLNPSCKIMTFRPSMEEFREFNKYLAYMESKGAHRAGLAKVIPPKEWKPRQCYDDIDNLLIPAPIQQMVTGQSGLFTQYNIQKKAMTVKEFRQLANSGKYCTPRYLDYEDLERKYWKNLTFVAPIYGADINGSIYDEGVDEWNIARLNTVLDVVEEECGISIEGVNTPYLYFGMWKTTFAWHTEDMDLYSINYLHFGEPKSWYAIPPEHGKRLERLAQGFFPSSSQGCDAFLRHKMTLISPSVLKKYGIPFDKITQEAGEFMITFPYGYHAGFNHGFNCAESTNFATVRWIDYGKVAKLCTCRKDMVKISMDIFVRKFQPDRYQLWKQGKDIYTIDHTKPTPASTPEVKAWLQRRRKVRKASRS
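Material: GST-tagged GASC-1 (JMJD2C) catalytic fragment, aa 2-372 / Quantity: enzyme final amount 10 nM / Medium: HEPES buffer, pH 7.5, plus ascorbate / Doses: one test concentration per compound / Incubation: 30 min reaction, 60 min detection, RT / Measured by: LANCE TR-FRET / Read-out: inhibition from TR-FRET ratio decrease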
* hit, by the source's call; / = not tested or not shown; & = joins results of further samples.

SMILES | C diff HTS | T cruzi growth | Pf Dd2 inh | GASC1 inh
C[C@H]1CN([C@@H](C)CO)C(=O)Cc2cc(NC(=O)NC3CCCCC3)ccc2O[C@@H]1CN(C)Cc1ccccc1 | -3 | 1 | -27 | 2.0
C[C@H]1CN([C@@H](C)CO)C(=O)c2cc(C#CCN(C)C)cnc2O[C@@H]1CN(C)C(=O)Cc1ccccc1 | -1 | / | 20 | 3.5
COc1ccc2c3c([nH]c2c1)[C@H](CO)N(C(=O)C1CCCCC1)CC31CN(Cc2nccs2)C1 | 7 | / | -31 | -0.5
CN1CCN(C(=O)C[C@H]2CC[C@H](NC(=O)Nc3ccccc3F)[C@@H](CO)O2)CC1 | -2 | -9 | 5 | 0.3
O=C(C[C@@H]1C=C[C@H](NC(=O)c2ccncc2)[C@@H](CO)O1)NCCc1ccncc1 | 1 | / | / | -1.7
C[C@@H]1CCCCO[C@@H](CN(C)S(C)(=O)=O)[C@H](C)CN([C@H](C)CO)C(=O)c2cc(NS(=O)(=O)c3cn(C)cn3)ccc2O1 | 1 | 1 | 74 | 1.6
Cc1ccc(S(=O)(=O)Nc2ccc3c(c2)C(=O)N(C)[C@H]2CC[C@@H](CC(=O)O)O[C@H]2CO3)cc1 | -4 | 20 | 4 | -1.6
COCC(=O)N1CCCCN2[C@H](CO)[C@H](c3ccc(C#Cc4ccc(OC)cc4)cc3)[C@@H]2C1 | -16 | 42 | 6 | -0.7
O=C(Nc1ccccc1)N[C@H]1CC[C@H](CCNS(=O)(=O)c2ccccc2F)O[C@H]1CO | 2 | -25 | 9 | 1.4
COc1ccc(NC(=O)N(C)C[C@H]2Oc3ccc(NC(=O)Nc4ccc(C(F)(F)F)cc4)cc3C(=O)N([C@H](C)CO)C[C@H]2C)cc1 | 1 | 20 | -31 | 12
O=C(C[C@H]1CC[C@H](NC(=O)Nc2ccccc2F)[C@H](CO)O1)NCc1ccc(-c2ccccc2)cc1 | -4 | / | 24 | -0.1
C[C@H](CO)N1C[C@H](C)[C@@H](CN(C)S(=O)(=O)c2ccccc2F)Oc2ncc(Br)cc2C1=O | -1 | / | 11 | 0.7
COc1ccccc1NC(=O)N1CC[C@H]2[C@@H]1c1cc(-c3ccc(F)cc3)ccc1N(C)[C@H]2CO | 4 | 101* | -66 | 0.7
CC=Cc1ccc2n(c1=O)C[C@@H]1[C@@H](CO)[C@H](C(=O)NCCC)N(C(=O)CC)[C@H]21 (mixture of isomers) | -2 | -16 | 11 | 0.2
C[C@@H]1CCCCO[C@H](CN(C)C(=O)CCCN(C)C)[C@@H](C)CN([C@H](C)CO)C(=O)c2cc(NC(=O)CCCN(C)C)ccc2O1 | -3 | / | 10 | 3.0

Exported in markdown: part of the list above
| molecule | C diff HTS | T cruzi growth | Pf Dd2 inh | GASC1 inh |
| --- | --- | --- | --- | --- |
| O=C(Nc1ccccc1)N[C@H]1CC[C@H](CCNS(=O)(=O)c2ccccc2F)O[C@H]1CO | 2 | -25 | 9 | 1.4 |
| COc1ccc(NC(=O)N(C)C[C@H]2Oc3ccc(NC(=O)Nc4ccc(C(F)(F)F)cc4)cc3C(=O)N([C@H](C)CO)C[C@H]2C)cc1 | 1 | 20 | -31 | 12 |

(cont.)
SMILES | C diff HTS | T cruzi growth | Pf Dd2 inh | GASC1 inh
CN(C)CC(=O)Nc1ccc2c(c1)[C@H]1C[C@@H](CC(=O)NCc3ccccc3F)O[C@H](CO)[C@H]1O2 | -1 | -18 | -13 | -1.5
Cc1noc(C)c1NC(=O)N[C@H]1C=C[C@@H](CC(=O)N2CCN(C)CC2)O[C@H]1CO | 6 | -66 | 4 | 1.2
CCC(=O)Nc1ccc2c(c1)C(=O)N(C)[C@@H]1CC[C@@H](CC(=O)NCc3ccccc3)O[C@H]1CO2 | -8 | 3 | 8 | -0.1
Cc1ccc(S(=O)(=O)Nc2ccc3c(c2)C(=O)N([C@H](C)CO)C[C@@H](C)[C@H](CN(C)S(=O)(=O)c2ccc(F)cc2)OCCCC[C@H](C)O3)cc1 | -20 | / | -12 | 4.4
COCC#Cc1cnc2c(c1)C(=O)N([C@H](C)CO)C[C@H](C)[C@H](CN(C)C(=O)Cc1ccccc1)O2 | 0 | 35 | 4 | 2.3
NCC[C@@H]1CC[C@@H](NC(=O)Cc2ccncc2)[C@H](CO)O1 | -3 | 13 | 16 | 0.3
CN(C)CCCNC(=O)[C@@H]1[C@@H](CO)[C@@H]2Cn3c(ccc(-c4cccc(F)c4)c3=O)[C@@H]2N1C | 2 | -1 | 9 | 4.0
O=C(c1ccccc1F)N1CC(=O)N2[C@H](CO)[C@@H](c3ccc(-c4ccc(F)cc4)cc3)[C@H]2C1 | -6 | / | -74 | -0.6
C[C@@H]1CN([C@H](C)CO)C(=O)Cc2cc(NS(C)(=O)=O)ccc2O[C@@H]1CN(C)C(=O)Nc1ccc(F)cc1 | 1 | -17 | 1 | 16
CC(C)NC(=O)N(C)C[C@H]1Oc2c(NC(=O)Nc3ccc4c(c3)OCO4)cccc2C(=O)N([C@@H](C)CO)C[C@H]1C | -4 | -6 | -28 | -2.7
C[C@@H]1CN([C@H](C)CO)C(=O)CCCn2cc(nn2)CO[C@H]1CN(C)S(=O)(=O)c1ccc2c(c1)OCCCO2 | / | -8 | 20 | 0.3
C[C@H](CO)N1C[C@H](C)[C@H](CN(C)S(=O)(=O)c2ccccc2)Oc2cc(-c3cccc(F)c3)ccc2S1(=O)=O | 6 | 120* | -56 | -1.0
COc1ccc2c3c([nH]c2c1)[C@H](CO)N(C(=O)NC(C)C)CC31CCN(Cc2ccccc2)CC1 | -5 | / | -75 | 0.0
CC(C)NC(=O)N(C)C[C@@H]1Oc2ncc(C#CC3(O)CCCC3)cc2C(=O)N([C@H](C)CO)C[C@@H]1C | 1 | -3 | 43 | 0.1
CN1C(=O)c2cc(NC(=O)C3CCCCC3)ccc2OC[C@H]2O[C@H](CC(=O)NC3CCCC3)CC[C@H]21 | -1 | 1 | -15 | -2.1
CCCNC(=O)N1C[C@@H](O)COC[C@@H]2O[C@H](CC(=O)OC)CC[C@H]21 | 4&3 | / | -21 | 1.6
O=C(NCC[C@@H]1CC[C@H](NS(=O)(=O)c2ccc(F)cc2)[C@H](CO)O1)Nc1ccc(Cl)cc1 | / | -19 | 9 | 0.7
C[C@@H]1CN([C@H](C)CO)C(=O)c2cc(NS(C)(=O)=O)ccc2O[C@@H](C)CCCCO[C@@H]1CN(C)Cc1ccncc1 | 5 | 29 | 10 | 1.2
CO[C@H]1CN(C)C(=O)c2cc(NC(=O)CC(F)(F)F)ccc2OC[C@@H](C)N(C(=O)C2CCOCC2)C[C@@H]1C | 3 | / | 21 | -0.1
COc1ccc(S(=O)(=O)Nc2ccc3c(c2)C(=O)N([C@@H](C)CO)C[C@@H](C)[C@H](CN(C)CC2CCCCC2)O3)cc1 | 5 | 11 | 1 | -0.7
C[C@H]1CN([C@@H](C)CO)C(=O)CCCn2nncc2CO[C@H]1CN(C)Cc1ccncc1 | 0 | 29 | 11 | 2.6
COc1ccc(NC(=O)N[C@@H]2C=C[C@@H](CC(=O)NCc3ccccn3)O[C@H]2CO)cc1 | 0 | -8 | 23 | 1.3
C[C@@H]1CN([C@H](C)CO)C(=O)c2cc(/C=C/c3ccccc3)cnc2O[C@@H]1CN(C)C(=O)CN1CCOCC1 | -2 | / | -26 | 0.3
Cc1noc(C)c1NC(=O)Nc1ccc2c(c1)C(=O)N([C@@H](C)CO)C[C@@H](C)[C@@H](CN(C)C(=O)C1CCCCC1)OCCCC[C@@H](C)O2 | 4 | 21 | -23 | 14
CCCNC(=O)N1CC2(CCN(C(=O)C3CCOCC3)CC2)c2c([nH]c3cc(OC)ccc23)[C@@H]1CO | 5 | / | -19 | 0.3
CC=Cc1ccc2n(c1=O)C[C@@H]1[C@@H](CO)[C@H](C(=O)N3CCCCC3)N(Cc3ccccc3)[C@H]21 (mixture of isomers) | 1 | 23 | -38 | 2.5
CN1c2ccc(Br)cc2[C@H]2[C@H](CCN2S(=O)(=O)c2ccccc2F)[C@@H]1CO | 7 | 93* | 9 | 1.1
Cc1cc(C(=O)Nc2ccc3c(c2)C(=O)N(C)[C@@H]2CC[C@@H](CC(=O)NCc4ccc(-c5ccccc5)cc4)O[C@@H]2CO3)no1 | 16 | 86 | / | -0.6
COc1ccc(S(=O)(=O)Nc2ccc3c(c2)CC(=O)N([C@@H](C)CO)C[C@H](C)[C@H](CN(C)S(=O)(=O)c2cn(C)cn2)O3)cc1 | -2 | -8 | 9 | -0.8
O=C(C[C@H]1C[C@@H]2c3cc(NC(=O)CC4CC4)ccc3O[C@@H]2[C@H](CO)O1)NCc1ccccc1F | 3 | -36 | 1 | -1.5
CO[C@H]1CN(C)C(=O)c2ccc(NC(=O)NC(C)C)cc2OC[C@@H](C)N(C(=O)NC(C)C)C[C@@H]1C | 2 | -31 | -7 | 1.6
C[C@H]1CCCCO[C@H](CN(C)C(=O)Cc2ccccc2)[C@@H](C)CN([C@@H](C)CO)C(=O)c2cc(NC(=O)Nc3ccc4c(c3)OCO4)ccc2O1 | 1 | 115* | -71 | 0.3
O=C(C[C@H]1CC[C@H](NC(=O)CN2CCOCC2)[C@@H](CO)O1)NC1CCCCC1 | / | -42 | 13 | -0.7
Cc1ccc(S(=O)(=O)N2CC[C@@H]3[C@@H](CO)N(C)c4ccc(-c5ccc(C#N)cc5)cc4[C@@H]32)cc1 | 4 | -3 | -20 | -13
COc1ccc(-c2ccc([C@H]3[C@H]4CN(S(=O)(=O)c5cccs5)CCCCN4[C@H]3CO)cc2)cc1 | 14 | 113* | -18 | -0.2
CN(C)CC(=O)Nc1ccc2c(c1)[C@@H]1C[C@H](CC(=O)NCc3ccc(Cl)cc3)O[C@H](CO)[C@@H]1O2 | 4 | 46 | -3 | 1.5
COc1ccc(-c2cnc3c(c2)C(=O)N([C@H](C)CO)C[C@H](C)[C@H](CN(C)S(=O)(=O)c2ccc(C#N)cc2)O3)cc1 | -7 | 46 | -50 | 1.0
COc1ccc(NC(=O)N(C)C[C@H]2Oc3cc(C#CCN(C)C)ccc3S(=O)(=O)N([C@@H](C)CO)C[C@H]2C)cc1 | 2 | 35 | -5 | 3.8
C[C@@H]1CN([C@@H](C)CO)C(=O)Cc2cc(NC(=O)Cn3cnnn3)ccc2O[C@H]1CN(C)C(=O)Nc1ccccc1 | 3 | 4 | 16 | -1.1
O=C(N[C@@H]1CC[C@@H](CCNC(=O)C2CCCC2)O[C@@H]1CO)c1ccccn1 | -2 | / | 9 | -1.3
C[C@@H]1CN([C@@H](C)CO)C(=O)c2cccc(NC(=O)CCCCCC(=O)Nc3ccccc3N)c2O[C@@H]1CN(C)S(=O)(=O)c1cccs1 | 1 | / | -92* | -0.7
CC(=O)N(C)C[C@@H]1Oc2ncc(/C=C/c3ccccc3)cc2C(=O)N([C@H](C)CO)C[C@H]1C | -1 | 13 | 0 | 0.2
CC(C)NC(=O)N1CCCCN2[C@@H](CO)[C@@H](c3ccc(C#Cc4ccccc4F)cc3)[C@@H]2C1 | 12 | 91 | -16 | -2.3
COCC(=O)Nc1ccc2c(c1)[C@H]1C[C@H](CC(=O)N[C@H](C)c3ccccc3)O[C@H](CO)[C@H]1O2 | -3 | 39 | 9 | 2.3
C[C@H]1CN([C@@H](C)CO)C(=O)c2cccc(NC(=O)C3CC3)c2O[C@H]1CN(C)Cc1ccc(C(F)(F)F)cc1 | 3 | 24 | -3 | 2.8

Quoted at random: five entries already listed.
SMILES | C diff HTS | T cruzi growth | Pf Dd2 inh | GASC1 inh
C[C@@H]1CN([C@@H](C)CO)C(=O)c2cccc(NC(=O)CCCCCC(=O)Nc3ccccc3N)c2O[C@@H]1CN(C)S(=O)(=O)c1cccs1 | 1 | / | -92* | -0.7
Cc1ccc(S(=O)(=O)N2CC[C@@H]3[C@@H](CO)N(C)c4ccc(-c5ccc(C#N)cc5)cc4[C@@H]32)cc1 | 4 | -3 | -20 | -13
CC(C)NC(=O)N1CCCCN2[C@@H](CO)[C@@H](c3ccc(C#Cc4ccccc4F)cc3)[C@@H]2C1 | 12 | 91 | -16 | -2.3
CO[C@H]1CN(C)C(=O)c2ccc(NC(=O)NC(C)C)cc2OC[C@@H](C)N(C(=O)NC(C)C)C[C@@H]1C | 2 | -31 | -7 | 1.6
CC(=O)N(C)C[C@@H]1Oc2ncc(/C=C/c3ccccc3)cc2C(=O)N([C@H](C)CO)C[C@H]1C | -1 | 13 | 0 | 0.2

Next section:
SMILES | C diff HTS | T cruzi growth | Pf Dd2 inh | GASC1 inh
C[C@@H]1CN([C@@H](C)CO)C(=O)Cc2cc(NS(C)(=O)=O)ccc2O[C@H]1CN(C)Cc1ccc(C(=O)O)cc1 | 3 | 10 | 10 | 1.3
COc1ccc(S(=O)(=O)N(C)C[C@H]2Oc3c(NC(=O)Nc4ccc(F)cc4)cccc3C(=O)N([C@@H](C)CO)C[C@@H]2C)cc1 | 4 | 36 | 5 | -3.7
CC(C)COC(=O)N(C)C[C@@H]1OCc2ccccc2-c2c(n(C)c3ccccc23)C(=O)N([C@H](C)CO)C[C@@H]1C | 0 | 81 | -51 | -1.9
O=C(C1CC1)N1[C@@H](CO)[C@@H]2c3ccccc3N(S(=O)(=O)c3ccc(F)cc3)C[C@@H]21 | 0 | 14 | 5 | 1.9

No enrichment for hits, and some 7.2% of all compounds hit somewhere here.
